TWEAK-Fn14 inh = inhibitors of TWEAK-Fn14 signaling, primary screen, luciferase reporter cells, uHTS. 2% of 360,000 active. TWEAK-stimulated Fn14 reporter cells, luciferase luminescence, 8 h. inhibition, % at 10 µM; in the data active = inhibition above about 50%
TRPM1 prom inh = inhibitors of MITF-dependent TRPM1 promoter reporter, primary screen, cell-based, SK-MEL-5, single point, luciferase; SK-MEL-5 TRPM1 promoter luciferase, 24 h; inhibition, % at 12.5 µM; 0.83% of 330,000 active; AID 488899, 2010;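 active = mean inhibition across replicates of 60% or more, whatever share of single replicates reaches that level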; also: values of inactives mirror those of a sister screen read the other way
NR2E3 ag-1 = NR2E3 agonists in two-hybrid cells, primary screen, cell-based, luminescence, CHO-S, Gal4-NCOR/VP16-NR2E3; inhibition of corepressor binding, % at 3.98 µM; AID 602229, 2012; 0.35% of 360,000 active; Photoreceptor-specific nuclear receptor (Homo sapiens), Q9Y5X4; luciferase;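 active = inhibition above the mean of all tested compounds plus 3 SD, cut at about 70% in these data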;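 also: 0% = DMSO with NR2E3 transfected cells and 100% = cells lacking NR2E3 construct; higher means lower luciferase signal from less NR2E3 corepressor binding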
Target sequence (Q9Y5X4 whole entry, looked up, the tested form may be a part): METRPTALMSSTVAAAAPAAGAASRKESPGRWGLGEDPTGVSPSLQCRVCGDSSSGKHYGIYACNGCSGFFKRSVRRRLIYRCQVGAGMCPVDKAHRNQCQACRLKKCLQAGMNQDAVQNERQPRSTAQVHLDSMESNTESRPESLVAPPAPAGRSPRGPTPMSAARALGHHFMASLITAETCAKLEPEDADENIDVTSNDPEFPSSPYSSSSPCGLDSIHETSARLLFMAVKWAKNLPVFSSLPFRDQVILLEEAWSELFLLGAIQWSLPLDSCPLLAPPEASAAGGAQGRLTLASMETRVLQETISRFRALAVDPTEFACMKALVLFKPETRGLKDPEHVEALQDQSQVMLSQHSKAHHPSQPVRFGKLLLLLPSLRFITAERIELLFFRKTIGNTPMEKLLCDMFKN
CF NFkB block = inhibitors of PAF-induced NF-kB signaling, primary screen, cell-based, GFP fluorescence, uHTS | AID 588850, 2011 | inhibition, % at 5 µM | KKLEB NF-kB-GFP reporter, GFP fluorescence overnight | 0.86% of 360,000 active;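 active = at least 50% inhibition at 5 µM, scaled per plate between neutral and stimulator controls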;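 also: PAF is a Pseudomonas aeruginosa culture filtrate used as stimulus; plate controls were PAF-stimulated DMSO wells for no effect and unstimulated DMSO wells for full effect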
HIF-2a block = HIF-2a reporter inhibitors, primary screen, luminescence, 786-0 RCC cells. 786-0 RCC cells HIF-2a reporter, luciferase luminescence, overnight. inhibition, % at 18.8 µM. 0.72% of 360,000 active;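 active = inhibition of the luminescence signal of 40% or more relative to plate controls, in a single-dose primary screen at 18.75 µM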
Peg3 promoter = Peg3 promoter-driven luciferase inhibitors, primary screen, cell-based, HeLa, luciferase luminescence; 1.7% of 360,000 active; inhibition, % at 20 µM; HeLa PEG-Prom luciferase reporter, overnight; AID 588405, 2011;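 active = inhibition of at least 50% at 20 µM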
NR2E3 ag-2 = inhibitors of NR2E3-RetCOR corepressor binding, primary screen, NR2E3 agonist project, biochemical, TR-FRET, GST-NR2E3, biotin-RetCOR. 1536-well. AID 2300, 2010. inhibition of corepressor binding, % at 4.78 µM. Photoreceptor-specific nuclear receptor (Homo sapiens), Q9Y5X4. 0.12% of 320,000 active;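 active = percent inhibition above the cutoff of mean plus 3 SD of all tested compounds, set per screening campaign, cut at about 20% in these data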;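 also: 0% = DMSO wells and 100% = biotin wells as full block of FRET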
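Test system – NR2E3–RetCOR corepressor complex · Quantity – NR2E3 fusion 1.35 nM · Buffer or medium – Tris pH 7.5 · Incubation – Compound–protein incubation for 5 h at 4 °C · Technique – TR-FRET, Eu(K)-anti-GST donor, streptavidin-D2 acceptor, ex 340, em 617/671 nm · Evaluation – percent inhibition of 671/617 nm emission ratio versus biotin and DMSO controls · Plate – 1536-well format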
hiPSC survival = enhancers of single-cell hiPSC survival, primary screen, ATPlite luminescence. 100% = ROCK inhibitor wells, 0% = DMSO. survival enhancement, % at 20 µM. 0.044% of 360,000 active; in the data active = survival enhancement above about 18%;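 also: cells exposed to compounds for 16 hours before the ATP read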
Shn3 3UTR inh = reduction of Shn3 3'UTR firefly luciferase signal, primary screen, Schnurri-3 inhibitor project, cell-based, Clone20 osteoblasts, set 2; 0.52% of 360,000 active; AID 588674, 2011; inhibition, % at 12.5 µM; Clone20 osteoblast Shn3 3'UTR firefly luciferase, 24 h;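 active = mean inhibition of at least 75% with every replicate also reaching 75%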;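 also: 0% = median of neutral control wells and 100% = pilot-screen positive control compound; some compounds past the cut are filed as inactive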
aDG glyco up = activators of alpha-DG glycosylation, primary screen, uHTS, Pro5-aDG cells, AlphaScreen; activation, % at 10 µM; AID 624168, 2012; 0.22% of 360,000 active; alpha-DG glycosylation AlphaScreen (IIH6); 0% Pro5, 100% B10-LARGE cell signal;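 active = activation of at least 8% versus controls, or a plate z-score of at least 8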;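 also: Pro5 are CHO cells carrying HIG-tagged alpha-DG that lacks glycosylation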
KKLEB tox = cytotoxicity in KKLEB CF airway cells, primary screen, cytotoxicity control for CF NF-kB inhibitor project, cell-based, uHTS, fluorescence assay plates. KKLEB CF airway cells viability, ATPlite luminescence, overnight; hits give low values; cells stimulated with P. aeruginosa culture filtrate. activity change (cytotoxicity), % at 5 µM. 0.36% of 360,000 active;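 active = corrected activity change at or below -50% at 5 µM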
* marks the source's active call; other numbers are inactive results; · = not tested or not shown; & = joins results of further samples; ! = repeats disagree.

SMILES	TWEAK-Fn14 inh	TRPM1 prom inh	NR2E3 ag-1	CF NFkB block	HIF-2a block	Peg3 promoter	NR2E3 ag-2	hiPSC survival	Shn3 3UTR inh	aDG glyco up	KKLEB tox
CSc1ccccc1OCc1cc(C(=O)NCCN2CCCC(O)C2)no1 (stereo not drawn)	-5	-1	-11	5	-6	-7	1	-0.4	-35	-0.1	-5
COc1cc(/C=N/OCC(=O)NC2CCS(=O)(=O)C2)ccc1OC(F)F (stereo not drawn)	0	4	-22	11	17	6	-1	0.2	0	-0.1	-4
Cc1ccccc1NC(=O)/C(=C\c1cccs1)NC(=O)c1ccccc1	6	1	19	-3	17	42	-3	3.7	3	-0.1	-2
COc1ccc(OC)c(C(=O)c2ccccn2)c1	2	11	-25	-7	9	10	1	0.0	-1	0.3	-1
CCOC(=O)Cc1c(C)c2ccc(N(CC)CC)cc2oc1=O	-18	-8	-20	-1	-51	-31	1	-2.8	-7	0.9	2
CS(=O)(=O)N(CC(=O)N1CCCC1)c1cc(Cl)ccc1Cl	-9	3	-12	1	10	12	0	-0.3	-3	0.0	-7
CC(C)c1ccc(NC(=O)CCNC(=O)Cn2ccc3ccccc3c2=O)cc1	11	-3	-6	9	3	0	-3	-0.2	4	0.1	-3
Cc1cc(Cl)ccc1OCCn1cncn1	12	-3	-3	1	9	19	2	0.4	3	-0.2	-8
O=C(COC(=O)Cc1ccc(Cl)cc1)NCc1ccc(F)cc1	2	0	19	-6	3	-11	0	0.4	1	0.1	13
COc1ccc([N+](=O)[O-])cc1NS(=O)(=O)c1cc(C(=O)O)ccc1OC	-6	1	-5	7	14	4	4	1.4	-12	0.1	-5
C[C@@H]1CN([C@H](C)CO)C(=O)CCCn2cc(nn2)CO[C@H]1CN(C)C(=O)Nc1cccc2ccccc12	8	·	-20	-9	20	27	·	-1.1	-2	0.1	1
CCN(CCCC(=O)c1ccc(F)cc1)CCc1ccccc1	-9	6	-20	-16	4	3	2	-0.6	7	0.0	-14
Cc1ccn2c(NC3CCCCC3)c(-c3cccc(SC4CCCCC4)c3)nc2c1	-1&-12	-9	7&-7	45	8&-17	34	·	-1.3&-0.8	25	5.7*!	-35
O=C1CC(c2ccccc2)c2c(O)cc(O)cc2O1 (stereo not drawn)	7	12	-30	10	20	20	0	0.6	9	0.0	3
COc1ccc(C2N(C(=O)CN3CCCC3)CCCN2S(=O)(=O)c2ccccc2)cc1 (stereo not drawn)	13	2	-45	-2	13	-2	3	-0.4	-5	0.0	2
CCc1nnc(NC(=O)CCC(=O)NCc2ccccc2Cl)s1	-14	-5	-19	1	3	5	2	0.3	7	-0.2	-4
CCOC(=O)Nc1nc2ccccc2s1	15	-53	-61	-1	-202	-300	0	-2.2	-76	0.0	8
Cc1c(NC(=O)CSc2nnc(-c3cccc(Cl)c3)o2)c(=O)n(-c2ccccc2)n1C	1	10	30	8	11	6	2	1.4	-5	-0.3	-11
Cc1cc(C(=O)N/N=C(\CCC(=O)O)c2cccs2)c2ccccc2n1	-12	-8	-27	-1	14	3	0	-0.1	1	0.0	-11
COc1cc(Cl)c(C)cc1NC(=O)COC(=O)c1cc(SC)ccc1Cl	-26	9	-18	43	11	4	1	1.8	-8	1.0	-18
CN(C)S(=O)(=O)c1ccc2c(c1)/C(=C/c1cc3c([nH]1)CCCC3)C(=O)N2	-246	-78	-17	-42	-125	-7	3	-3.7	-38	-0.4	7
Cc1ncc([N+](=O)[O-])n1CCN1C(=O)c2ccccc2C1=O	3	5	8	-9	2	5	0	-0.5	-4	-0.1	0
Cc1cc(=O)n2[nH]c(-c3ccc(Cl)cc3)cc2n1	-2	-56	-119	-22	-222	-242	-1	-0.9	-36	0.3	6
COc1ccc(NC(=S)Nc2cccnc2)c(OC)c1	1	-3	-2	6	-1	8	4	-0.4	13	-0.1	6
Cc1nonc1OCCNc1ccc([N+](=O)[O-])cc1	-1	2	-24	6	17	-2	3	1.6	71	0.9	2
CCOC(=O)C1=C(CS(=O)(=O)c2ccc(C)cc2)NC(=O)NC1c1cc(OC)c(O)c(OC)c1 (stereo not drawn)	5	7	-2	-4	2	-11	3	1.2	-6	0.3	-6
CC(=O)N1CCN(c2ccc(NCc3ccc(-c4ccc(Br)cc4)o3)cc2)CC1	-17	8	-17	-3	-42	-55	·	-0.7	42	1.8	4
O=C(Nc1ncc([N+](=O)[O-])s1)C1CC(=O)N(c2ccc(F)cc2)C1 (stereo not drawn)	-27	-15	-3	14	-42	-22	-3	1.5	0	-0.1	-3
Cc1cc(C)c2[nH]c(=O)c(C(c3nnnn3C(C)(C)C)N(Cc3ccco3)CC3CCCO3)cc2c1 (stereo not drawn)	5	14	-17	-1	17	5	6	3.9	3	0.5	3
CC(NC(=O)c1cccnc1)C(c1cccs1)N1CCOCC1 (stereo not drawn)	12	3	7	-1	-2	2	-1	-2.5	-14	-0.2	2

Two compounds drawn at random from those above:
SMILES	TWEAK-Fn14 inh	TRPM1 prom inh	NR2E3 ag-1	CF NFkB block	HIF-2a block	Peg3 promoter	NR2E3 ag-2	hiPSC survival	Shn3 3UTR inh	aDG glyco up	KKLEB tox
Cc1cc(=O)n2[nH]c(-c3ccc(Cl)cc3)cc2n1	-2	-56	-119	-22	-222	-242	-1	-0.9	-36	0.3	6
COc1cc(Cl)c(C)cc1NC(=O)COC(=O)c1cc(SC)ccc1Cl	-26	9	-18	43	11	4	1	1.8	-8	1.0	-18

Additional entries.
SMILES	TWEAK-Fn14 inh	TRPM1 prom inh	NR2E3 ag-1	CF NFkB block	HIF-2a block	Peg3 promoter	NR2E3 ag-2	hiPSC survival	Shn3 3UTR inh	aDG glyco up	KKLEB tox
COc1ccc2oc(C(=O)OC(C)C(=O)NCc3ccccc3)c(C)c2c1 (stereo not drawn)	-15	0	-15	-23	-1	13	1	-0.4	16	-0.2	11
CN(Cc1nc2ccc(F)cc2[nH]1)C(=O)C1CCC(=O)N(C2CC2)C1 (stereo not drawn)	10	0	9	-25	7	-8	3	-0.5	4	0.0	-4
CC(C)c1ccc(NC(=O)C2CCCCN2S(=O)(=O)c2ccccc2)cc1 (stereo not drawn)	26	·	17	2	-7	-2	5	-0.6	-3	0.4	14
COC1CCN(Cc2cn(Cc3ccccc3)nc2-c2cc3ccccc3o2)CC1	1	-24	-5	5	-18	-7	-2	-0.5	11	-0.1	-19
Cc1nn(CC(=O)Nc2c(F)cc(F)cc2Br)c(=O)c2cccn12	-5	4	-7	-19	4	-5	-2	-0.4	0	0.0	2
Cc1ccc([C@@H]2CC(=O)[C@@H]3CN(S(=O)(=O)c4ccc(C)cc4)[C@H](c4ccccc4F)C[C@@H]3N2S(=O)(=O)c2ccc(Cl)cc2)cc1	-13	·	-33	3	10	14	·	-0.8	14	-0.2	-3
Cc1c(CCOC(=O)c2cc([N+](=O)[O-])cc([N+](=O)[O-])c2)sc[n+]1CC(=O)c1ccccc1	-17	11	7	-20	-11	-9	2	-2.8	6	0.2	16
Cn1ncc(Cl)c1C(=O)NCc1ccc(Cl)cc1	15	-11	3	15	9	11	-1	-0.9	47	1.1	2
CCCn1c(-c2ccccc2)cc(SC)c(C#N)c1=O	11	18	-1	-8	9	24	2	1.9	25	-0.3	4
O=C(OCC(=O)N1CCCC1=O)c1cc(S(=O)(=O)N2CCOCC2)ccc1F	4	12	-16	-12	2	-1	0	-0.2	10	0.2	3
N#CCSc1nnc(COc2ccc3ccccc3c2)o1	-12	-17	3	8	-55	-53	-2	-3.7	-9	0.8	0
O=C(COC(=O)C1CCC1)Nc1cc(S(=O)(=O)N2CCCCC2)ccc1Cl	-10	-1	-2	-15	20	1	-2	-0.4	-3	-0.3	11
COc1ccc(C(=O)N2CCCC(CNC(=O)c3ccc(F)cc3)C2)cc1OC (stereo not drawn)	3	-11	-2	4	-10	-8	-3	0.8	-27	-0.2	-28
C[n+]1cccc2c(Br)ccc([O-])c21	-6	2	-36	16	15	-1	-5	0.0	1	0.1	-7
C/C(=N\S(=O)(=O)c1ccc(C)cc1)N1CCN(S(=O)(=O)c2ccccc2)C1	7	1	26	11	13	18	1	-0.6	15	0.2	-3
CNC(=O)CN1C(=O)CSc2nc(C)cc(C)c21	7	-2	-13	4	1	-12	-6	1.1	1	0.3	-4
CSc1nc(-c2ccc(C)cc2)nc(N)c1C#N	12	17	-5	-28	12	26	0	-0.6	7	0.3	4
CCc1ccc(-n2c(SCc3c(C)noc3C)nnc2-c2ccncc2)cc1	11	-17	-20	-9	22	10	-3	1.2	12	1.0	0
NNC(=O)c1csc(-c2ccc(C(F)(F)F)cc2Cl)n1	-25	12	-10	-1	-1	10	1	-0.2	-35	-0.2	8
COc1cccc(-c2nc(CS(=O)(=O)CC(=O)NC3CCCCC3C)c(C)o2)c1 (stereo not drawn)	14	11	9	0	10	11	5	0.1	1	0.3	20
Cc1ccc(CSC2=NCCN2S(=O)(=O)c2ccc(C)cc2)cc1	-11	·	-10	20	-60	-21	·	-3.6	11	0.6	-5
CC(C)C(=O)Nc1nc2ccc(S(C)(=O)=O)cc2s1	-16	8	-3	17	-47	-64	3	-2.2	-33	-0.3	-14
O=S(=O)(Nc1ccc(-n2cnnn2)cc1)c1cccc(F)c1	17	5	-15	17	3	12	·	-0.3	1	-0.1	-16
CCc1cccc(OCCCCNCCO)c1	-9	1	-21	1	3	5	1	-2.1	-7	0.4	3
CCCc1cc(=O)[nH]c(SCC(=O)Nc2ccc(Br)cc2)n1	10	-2	0	-8	16	7	2	1.5	-11	-0.1	-5
COc1ccc(CNc2nc3nc(C)c(Cl)c(=O)n3[nH]2)cc1	12	-5	-23	11	11	1	-1	-0.5	7	-0.2	-8
O=C(CSc1nnc2scc(-c3ccc(Cl)cc3)n12)NCc1ccc2c(c1)OCO2	-16	-1	-24	-7	8	17	1	-1.8	16	0.1	-15
O=c1[nH]ncc(N/N=C\c2ccncc2)c1Cl	3	10	-25	-9	4	10	1	0.8	-17	-0.4	7
O=C(NCc1ccccc1Cl)C1CC(=O)N(Cc2ccccc2)C1 (stereo not drawn)	0	4	0	-4	12	9	2	-0.6	2	0.1	-4
CCn1nc(C)cc1C(=O)N1CCCC(Nc2ccc(C(C)C)cc2)C1 (stereo not drawn)	-8	2	-10	-4	3	22	·	-0.4	5	0.0	14
CC1(C)Cc2c(cnn2-c2ccc(F)cc2)C(NC(=O)C2=NNC(=O)CC2)C1 (stereo not drawn)	-15	-27	-76	6	-122	-94	0	-0.1	-12	-0.3	6
